# MITF act: activators of MITF-driven TRPM1 promoter reporter, primary screen, cell-based, SK-MEL-5, luciferase, single point | SK-MEL-5 TRPM1-promoter luciferase, 24 h; % of positive control, neutral wells = 0 | activation, % at 12.5 µM | 300,000 tested, 0.75% active | AID 588334, 2011;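 active means mean activation of at least 80% with every replicate also reaching 80%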;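 further: 0% = neutral control wells and 100% = parthenolide positive control wells; values of inactives mirror those of a sister screen read the other way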
# PvdQ inh: P. aeruginosa PvdQ acylase inhibitors, primary screen, biochemical, fluorescence, plate reader and imaging, single point | PvdQ acylase [Pseudomonas aeruginosa LESB58] | purified PvdQ acylase | inhibition, % at 10 µM | 340,000 tested, 0.063% active | AID 488965, 2010; in the data active means inhibition above about 30%, passing the limit was not always enough;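 further: 0% = vehicle neutral wells and 100% = reference inhibitor wells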
# HTR5A ag ctr: HTR5A agonists in luminescence cell assay, primary screen, counter-screen for OPRM1-OPRD1 heterodimer agonist project, full-deck HTS; 5-hydroxytryptamine receptor 5A (Homo sapiens), P47898; cell-based; activation, % at 9.3 µM; 340,000 tested, 0.61% active; in the data active means activation mostly above about 9.5%, no sharp cut-off; inactive means mostly below about 7.6%;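 further: 0% = cells with vehicle only and 100% = reference agonist; strong numbers were not always called active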
# RTF Ca sens act: cardiac RTF calcium sensitivity activators, primary screen, biochemical, IANBD-TnC fluorescence, EC20 calcium | IANBD-labeled TnC RTF fluorescence at EC20 calcium; 0% EC20 calcium, 100% full calcium | Troponin I, cardiac muscle (Homo sapiens) + Troponin T, cardiac muscle (Homo sapiens) + … | 340,000 tested, 0.24% active | AID 493008, 2010 | activation, % at 7.2 µM;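 active means activation above the mean over all tested compounds plus 3 SD, cut at about 30% in these data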;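 further: rise in fluorescence read as greater calcium sensitivity of cardiac thin filaments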
# CDK5 p35 inh: inhibitors of human CDK5/p35 kinase, primary screen, biochemical, single concentration; Cyclin-dependent kinase 5 (Homo sapiens) + Cyclin-dependent kinase 5 activator 1 (Homo …; Recombinant CDK5/p35, ADP-Glo luminescence, 60 min; inhibition, % at 10 µM; 330,000 tested, 0.01% active; AID 488839, 2010;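 active means highest replicate inhibition of at least 50% and at least 75% of replicates reaching 50%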;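 further: plate controls were DMSO neutral control for no effect and GW8510 at 10 µM for full effect; many of its hits are not listed in these tables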
# SR-BI DiI-HDL act: activators of SR-BI mediated DiI-HDL uptake, primary screen, ldlA[mSR-BI] CHO cells, DiI fluorescence; 3 h; 100 = double the neutral-control signal; activation, % at 12.5 µM; 320,000 tested, 0.096% active; AID 504775, 2011;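 active means mean replicate activation of at least 60% and every replicate at or above 60%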;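 further: 0% = median plate neutral-control signal and 100% = twice that signal; values of inactives mirror those of a sister screen read the other way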
#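 Test system: SR-BI-overexpressing, LDLR-lacking CHO cells. Measured by: DiI fluorescence, bottom read. Medium: Ham's F12 with 0.5% BSA, HEPES 25 mM, pH 7.4. Timing: 3 h uptake period with compound, 37 °C.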
# Wnt bcat act: Wnt/beta-catenin pathway activators, primary screen, cell-based, plate reader, single point | Wnt/beta-catenin reporter cell assay, activator | activation, % at 9.35 µM | 300,000 tested, 1.2% active; in the data active means activation above about 30%, passing the limit was not always enough;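 further: 0% = neutral control wells and 100% = positive control wells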
# dFosB activator: activators of delta FosB homodimer, primary screen, biochemical, fluorescence polarization, TAMRA-CDK5 oligo, single point; purified delta FosB; percent of positive-control signal above neutral wells; activation, % at 25 µM; 340,000 tested, 0.99% active; AID 493131, 2011;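 active means mean activation above about 17%, with every replicate also reaching it, limit read from the data, passing the limit was not always enough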;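 further: fluorescence polarization rise as delta FosB binds a TAMRA Cdk5 AP-1 oligo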
# SR-BI DiI inh: inhibitors of SR-BI mediated HDL lipid uptake, primary screen, ldlA[mSR-BI] cells, fluorescence, single point | Scavenger receptor class B member 1 (Mus musculus), Q61009 | ldlA[mSR-BI] CHO cells, DiI-HDL uptake fluorescence, 3 h | inhibition, % at 12.5 µM | 320,000 tested, 0.96% active;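 active means mean replicate inhibition of at least 70% and a set share of replicates each scoring 70 or more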;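 further: 0% = median of neutral control wells and 100% = median of positive control wells; values of inactives mirror those of a sister screen read the other way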
# Target sequence (Q61009 whole entry, looked up): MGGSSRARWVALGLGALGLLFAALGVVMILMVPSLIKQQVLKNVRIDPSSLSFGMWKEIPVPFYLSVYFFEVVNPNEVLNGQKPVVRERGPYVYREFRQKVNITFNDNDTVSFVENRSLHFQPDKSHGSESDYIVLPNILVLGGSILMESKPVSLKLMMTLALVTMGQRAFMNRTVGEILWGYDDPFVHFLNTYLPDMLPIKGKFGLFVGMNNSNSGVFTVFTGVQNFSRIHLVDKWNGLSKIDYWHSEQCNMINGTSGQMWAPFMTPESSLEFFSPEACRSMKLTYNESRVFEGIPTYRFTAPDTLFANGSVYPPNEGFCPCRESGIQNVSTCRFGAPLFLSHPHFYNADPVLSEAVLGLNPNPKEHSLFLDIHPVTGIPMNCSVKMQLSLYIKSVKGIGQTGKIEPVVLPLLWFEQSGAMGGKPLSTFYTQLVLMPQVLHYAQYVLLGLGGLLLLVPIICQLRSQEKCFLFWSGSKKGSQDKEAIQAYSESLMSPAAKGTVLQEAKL
# Rtt109 HAT inh: inhibitors of C. albicans Rtt109/Vps75 HAT, primary screen, biochemical, ThioGlo CoA-SH fluorescence, plate reader; AID 540336, 2011; purified Rtt109/Vps75, 4 h; Histone acetyltransferase RTT109 (Candida albicans (strain SC5314 / ATCC MYA-2876)), …; 330,000 tested, 0.16% active; inhibition, % at 34.9 µM;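 active means inhibition of at least 50% in every replicate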
# Target sequence (Q5AAJ8 whole entry, looked up): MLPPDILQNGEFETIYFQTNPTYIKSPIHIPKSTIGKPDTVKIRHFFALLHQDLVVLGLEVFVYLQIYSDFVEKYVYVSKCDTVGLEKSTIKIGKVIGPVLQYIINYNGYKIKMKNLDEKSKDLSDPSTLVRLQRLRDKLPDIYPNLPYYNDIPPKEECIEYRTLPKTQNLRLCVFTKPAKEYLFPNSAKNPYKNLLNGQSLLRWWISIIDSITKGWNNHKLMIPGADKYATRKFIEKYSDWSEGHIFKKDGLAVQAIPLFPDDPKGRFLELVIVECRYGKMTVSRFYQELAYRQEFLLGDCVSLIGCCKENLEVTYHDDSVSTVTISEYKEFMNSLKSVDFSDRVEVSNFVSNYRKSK
# Starred values were filed as active, the others as inactive; . = not tested or not shown.
SMILES,MITF act,PvdQ inh,HTR5A ag ctr,RTF Ca sens act,CDK5 p35 inh,SR-BI DiI-HDL act,Wnt bcat act,dFosB activator,SR-BI DiI inh,Rtt109 HAT inh
COc1ccc(N2CCN(C(=O)CC34CC5CC(CC(C5)C3)C4)CC2)c([N+](=O)[O-])c1,0,-10,5,-21,-0.8,-27,-7,-11,27,9
Cc1ccc(OCCCC(=O)N(C)CC(=O)Nc2ccccc2Cl)cc1,9,11,6,-6,1.7,-6,3,5,6,-6
COC(=O)c1sc2nc(CN3CCN(c4ccc(OC)cc4)CC3)[nH]c(=O)c2c1C,3,-11,4,2,-1.3,-5,0,-7,5,-13
CCn1c(=O)cc(OCC(=O)NCCC(C)C)c2ccccc21,-6,-9,0,1,0.3,-3,-3,-7,3,-11
CN(c1ccc(O)cc1)c1nc(-c2ccccc2)cs1,50,-11,-4,-5,-3.2,25,.,-3,-25,1
CCOc1ccc(CN2CCN(Cc3[nH]c4ccccc4c3C)CC2CCO)cc1 (stereo unspecified),-3,-9,4,-2,-3.6,-35,.,-19,35,-1
Cc1cccc(C(=O)OCC(=O)c2ccc3c(c2)NC(=O)CO3)c1,0,-4,-1,-3,0.6,0,1,-9,0,-1
N#C/C(=C\c1ccc[nH]1)C(=O)Nc1ccccc1F,19,4,-3,-1,0.6,-1,33*,9,1,3
O=C(O)C1CCCCC1C(=O)Nc1ccccc1Cl (stereo unspecified),4,-18,3,2,1.8,6,.,5,-6,3
CCN(c1ccc(OC)cc1)S(=O)(=O)c1nnc(NC(=O)C2CCCCC2)s1,-2,-14,-2,-1,0.9,2,0,-5,-2,-3
COc1ccc(CN(C)C(=O)c2ccc(NS(=O)(=O)c3ccc(F)cc3)cc2)c(OC)c1OC,15,-15,2,-4,-0.4,-12,5,-8,12,6
Cc1cccc(-n2c(SCC(=O)Nc3ccc4c(c3)OCO4)nnc2-c2ccoc2C)c1,-14,8,-1,1,-0.8,8,-6,-5,-8,8
Cc1c(NC(=O)c2cccc(NC(=O)Cc3ccc(F)cc3)c2)c(=O)n(-c2ccccc2)n1C,17,-7,-2,6,0.1,-5,3,-4,5,2
Nc1c(N(CCC2=CCCCC2)C(=O)Cc2ccc(F)cc2)c(=O)[nH]c(=O)n1Cc1ccccc1,-2,-14,9,-9,1.4,-16,1,4,16,-3
Cc1nn(-c2ccccc2)c(Cl)c1CN(C(=O)CCl)c1ccc(Cl)cc1,-90,-11,50*,-4,0.6,17,.,-11,-17,-4
Cc1ccccc1-n1c(C)n[nH]c1=S,-1,3,11,0,1.6,1,1,-5,-1,-2
COc1ccc(NC(=O)CCCc2ccc(OC)c(C)c2)cc1,.,-23,4,-4,2.3,-4,0,-11,4,-1
CC(C)COc1ccc(/C=C2/Sc3ccccc3C2=O)cc1,11,-3,1,-1,1.6,0,.,-10,0,-3
CC(=O)N1CCOc2ccc(S(=O)(=O)N3CCC(C(=O)NCc4ccc(C)cc4)CC3)cc21,3,3,0,-5,-0.9,7,-1,-2,-7,10
O=S(=O)(Cc1ccccc1)C(CCCc1ccccc1)S(=O)(=O)Cc1ccccc1,3,-12,2,10,2.1,1,-3,-12,-1,4
O=C(CCc1nc2cccnc2n1Cc1ccccc1)NCCc1ccc(Cl)cc1,-13,-11,7,3,-1.0,-12,.,-8,12,6
CC(=O)COc1ncn(-c2ccccc2)n1,17,-11,7,11,1.2,5,0,4,-5,0
FC(F)(F)c1cnc(N2CCSCC2)c(Cl)c1,.,0,0,-1,2.0,12,-1,0,-12,-10
Cc1ccc(-n2c(=S)sc3c(=O)n(-c4ccccc4F)c(SCC(=O)O)nc32)cc1C,-3,7,1,3,0.8,-4,0,-8,4,9
O=C1NC(C(F)(F)F)(C(F)(F)F)N=C2SC=CN12,-4,-4,-6,0,-1.2,8,0,-3,-8,5

# (listing goes on)
SMILES,MITF act,PvdQ inh,HTR5A ag ctr,RTF Ca sens act,CDK5 p35 inh,SR-BI DiI-HDL act,Wnt bcat act,dFosB activator,SR-BI DiI inh,Rtt109 HAT inh
Cc1ccc(N2CC(C)Cn3c2nc2c3c(=O)n(CC(=O)OCc3ccccc3)c(=O)n2C)cc1C (stereo unspecified),-4,-10,-2,-4,1.4,-39,.,-7,39,-7
CCOC(=O)c1c(NC(=O)Cc2cccs2)sc(C)c1C,-1,-9,-6,-4,1.4,-17,-4,4,17,16
CN(C)c1ccc(NC(=O)C(=O)NCCOc2ccccc2)cc1,-7,-8,-1,-2,-0.5,26,1,-3,-26,-2
CCC1(C(=O)NC(=Nc2ccccc2)Nc2ccccc2)CCOC1=O (stereo unspecified),7,-12,0,-1,0.7,-11,-2,-5,11,1
CC(C)N1CCc2c(sc(NC(=O)C3CCCCC3)c2C(N)=O)C1,.,0,-4,-1,0.9,28,-5,-3,-28,-14
CC(=O)Nc1ccc(SCc2ncc(-c3ccccc3)o2)cc1,76,-5,1,1,2.7,.,9,-13,.,-7
Cc1cc2c(cc(C(=O)OC(C(=O)NC3CCCCC3)C(C)C)n2C)o1 (stereo unspecified),-13,-9,-4,4,-0.5,-20,-1,-14,20,-4
CCCNC(=O)COC(=O)c1cc(SC)ccc1Cl,9,10,1,-1,-0.2,10,-4,1,-10,.
Cc1c(NC(=O)N2CCCCCC2)c(=O)n(-c2ccccc2)n1C,0,-14,4,-10,-1.9,14,.,0,-14,.
COCCNC(=O)COc1cc(=O)n(C)c2ccccc12,-16,-3,2,0,0.9,45,-7,2,-45,3
CN(C(=O)COC(=O)c1cc[n+]([O-])cc1)c1ccccc1,-11,-16,1,-3,-0.6,25,-2,-4,-25,-1
O=C(CCN1C(=O)c2ccccc2S1(=O)=O)Nc1ccc(F)c(F)c1F,7,4,3,-1,-0.7,30,0,6,-30,23
COCCCNC(=O)c1ccc2c(=O)n(Cc3ccc(Cl)cc3)c(=S)[nH]c2c1,-5,15,3,-6,-0.1,-2,3,1,2,-4
C/C(=N\NC(=O)c1cccc(S(=O)(=O)N2CCOCC2)c1)c1ccc(C#N)cc1,5,-9,0,-5,0.7,-32,-2,-13,32,9
CC(C)N(C(=O)C[n+]1ccc(/C=N/O)cc1)C(C)C,13,4,2,-4,0.6,15,18,1,-15,.
Cc1cc(-c2ccco2)n(CC(=O)NCCN(C)C)n1,-2,2,2,5,0.3,.,25,0,.,4
Cc1cc(C(=O)CN2C(=O)C(=O)N(Cc3ccccc3)C2=O)c(C)n1Cc1ccccc1,4,-5,-2,-1,0.7,-2,-3,-6,2,2
COc1cc(CN2CCSCC2)c([N+](=O)[O-])cc1OC,.,-11,0,-3,-1.2,3,-1,-2,-3,6
CCOC(=O)Cn1c(=NC(=O)CSC(C)=O)sc2cc(OC)ccc21,-8,2,7,-2,0.2,-51,.,-4,51,-2
COc1ccccc1NC(=O)NC1(C(=O)N2CCOCC2)CCCCC1,-7,-12,-6,0,0.6,.,-3,0,.,-3
Cc1cc(C)c(-c2cc(NC(=O)COC(=O)c3ccc(NC(=O)CC#N)cc3)n(-c3ccccc3)n2)cc1C,-1,-22,6,4,-3.3,-29,-2,51*,29,2
CCNc1cc(=O)n(C)c(=O)n1C,13,-6,-1,-5,1.8,10,.,1,-10,3
O=S(=O)(Cc1cccc(C(F)(F)F)c1)c1ncn[nH]1,6,-13,1,5,-2.1,2,2,-2,-2,-1
Cc1cc(C)cc(-n2ccn(CC(=O)NCCc3ccccc3)c(=O)c2=O)c1,-2,6,-1,0,1.0,11,-2,-1,-11,13
O=C(Cn1c(/C=C/c2ccccc2)nc2ccccc21)Nc1ccc(F)cc1,85*,-9,.,6,-0.2,25,16,-1,-25,-22
CC(=O)N1CCc2c(sc(NC(=O)c3ccc([N+](=O)[O-])o3)c2C#N)C1,-93,16,-13,-8,1.3,-5,67*,-10,5,12
CN1CCN(C(=O)C2=C[C@H](c3ccccc3)C[C@H](OCc3ccc(CO)cc3)O2)CC1,0,-10,2,-6,-0.1,15,13,-5,-15,5
COc1ccc(Nc2nc(N)nc(CSC(=S)N3CCCCC3C)n2)cc1 (stereo unspecified),.,-19,0,-1,-1.2,-22,2,2,22,20

# Nothing new here: 13 of the compounds above.
SMILES,MITF act,PvdQ inh,HTR5A ag ctr,RTF Ca sens act,CDK5 p35 inh,SR-BI DiI-HDL act,Wnt bcat act,dFosB activator,SR-BI DiI inh,Rtt109 HAT inh
Cc1ccccc1-n1c(C)n[nH]c1=S,-1,3,11,0,1.6,1,1,-5,-1,-2
COc1ccc(NC(=O)CCCc2ccc(OC)c(C)c2)cc1,.,-23,4,-4,2.3,-4,0,-11,4,-1
CC(C)COc1ccc(/C=C2/Sc3ccccc3C2=O)cc1,11,-3,1,-1,1.6,0,.,-10,0,-3
CC(=O)N1CCOc2ccc(S(=O)(=O)N3CCC(C(=O)NCc4ccc(C)cc4)CC3)cc21,3,3,0,-5,-0.9,7,-1,-2,-7,10
O=S(=O)(Cc1ccccc1)C(CCCc1ccccc1)S(=O)(=O)Cc1ccccc1,3,-12,2,10,2.1,1,-3,-12,-1,4
O=C(CCc1nc2cccnc2n1Cc1ccccc1)NCCc1ccc(Cl)cc1,-13,-11,7,3,-1.0,-12,.,-8,12,6
CC(=O)COc1ncn(-c2ccccc2)n1,17,-11,7,11,1.2,5,0,4,-5,0
FC(F)(F)c1cnc(N2CCSCC2)c(Cl)c1,.,0,0,-1,2.0,12,-1,0,-12,-10
Cc1ccc(-n2c(=S)sc3c(=O)n(-c4ccccc4F)c(SCC(=O)O)nc32)cc1C,-3,7,1,3,0.8,-4,0,-8,4,9
O=C1NC(C(F)(F)F)(C(F)(F)F)N=C2SC=CN12,-4,-4,-6,0,-1.2,8,0,-3,-8,5
Cc1ccc(N2CC(C)Cn3c2nc2c3c(=O)n(CC(=O)OCc3ccccc3)c(=O)n2C)cc1C (stereo unspecified),-4,-10,-2,-4,1.4,-39,.,-7,39,-7
CCOC(=O)c1c(NC(=O)Cc2cccs2)sc(C)c1C,-1,-9,-6,-4,1.4,-17,-4,4,17,16
CN(C)c1ccc(NC(=O)C(=O)NCCOc2ccccc2)cc1,-7,-8,-1,-2,-0.5,26,1,-3,-26,-2

# Assay outcomes as filed in PubChem BioAssay.
